From PubChem
CHOP UPR activ = activators of apoptotic arm of unfolded protein response (CHOP). CHO-CHOP luciferase reporter, UPR activation, luminescence; percent of tunicamycin response over DMSO baseline. activation, % at 10 µM. 330,000 compounds, 0.34% hits;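 active means at 10 µM dose, activation of 40% or more, normalized to positive control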;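 further: 100% = tunicamycin at 10 µg/mL and 0% = DMSO alone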
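System: CHO CHOP reporter cells. Amount: 500 cells per well. Buffer or medium: F12 medium, 10% FBS. Compound dosing: one dose, 10 µM in 0.5% DMSO. Incubation: 6 h compound exposure at 37 °C after overnight seeding. Technique: Steady-Glo luciferase luminescence. Benchmarks: tunicamycin and DMSO controls.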
CCR6 antagonist = antagonists of human CCR6 receptor. P51684. CHO-K1 CCR6 PathHunter beta-arrestin, luminescence, CCL20-stimulated. inhibition, % at 20 µM. 340,000 compounds, 0.49% hits. AID 493098;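 active means compounds whose inhibition of the agonist-driven luminescence signal at 20 µM reaches about 50%, limit read from the data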;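 further: cells stimulated with CCL20 at 14 nM final; plate controls were DMSO with CCL20 for no effect and DMSO without agonist for full effect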
Mdm2 MdmX PPI = inhibitors of human Mdm2/MdmX interaction; SaOS-2 split-luciferase Mdm2/MdmX complementation, luminescence; 330,000 compounds, 3% hits; O15151+Q00987; inhibition, % at 8 µM; AID 485346;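 active means inhibition of at least 50% at 8 µM in the primary screen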
EBI2 block = antagonists of human EBI2 receptor; P32249; EBI2 beta-arrestin recruitment, luminescence, 7a,25-OHC stimulated; inhibition, % at 5 µM; 360,000 compounds, 0.81% hits; in the data active means inhibition above about 38%;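 further: enzyme fragment complementation signal reports receptor beta-arrestin coupling in cells; 0% = agonist plus DMSO wells and 100% = wells without agonist; some results beyond the cut were filed as inactive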
Target sequence (P32249 whole entry, looked up, the tested form may be a part): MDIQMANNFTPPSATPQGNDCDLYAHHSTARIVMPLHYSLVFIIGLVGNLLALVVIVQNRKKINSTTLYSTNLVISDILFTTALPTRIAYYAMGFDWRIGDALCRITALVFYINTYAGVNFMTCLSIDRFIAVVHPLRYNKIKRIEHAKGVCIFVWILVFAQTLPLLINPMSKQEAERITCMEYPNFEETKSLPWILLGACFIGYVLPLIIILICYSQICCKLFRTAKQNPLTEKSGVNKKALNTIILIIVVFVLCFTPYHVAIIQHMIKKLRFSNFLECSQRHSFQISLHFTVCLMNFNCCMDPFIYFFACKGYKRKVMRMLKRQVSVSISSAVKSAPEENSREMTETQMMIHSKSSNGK
XBP1 UPR activ = adaptive UPR (XBP1) activation; activation, % at 20 µM; 330,000 compounds, 0.33% hits; CHO-XBP1 luciferase reporter, IRE1-XBP1 UPR activation, luminescence; percent of tunicamycin response, DMSO as zero; AID 463104;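 active means versus positive control, 20 µM dose yields 30% or more activation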;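 further: 100% = tunicamycin at 10 µg/mL and 0% = DMSO only wells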
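Test system: CHO-XBP1 luciferase reporter cells | Buffer or medium: Serum-containing F12 medium, 10% FBS | Schedule: 6 h compound exposure at 37 °C, 5% CO2 | Detection: Steady-Glo luciferase glow luminescence, 10 min after reagent addition | Read-out basis: Activation, % of tunicamycin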
tim23-1 inh = inhibits growth of tim23-1 mutant yeast | S. cerevisiae tim23-1 growth, BacTiter-Glo luminescence, 24 h | inhibition, % at 20 µM | 330,000 compounds, 1.3% hits | AID 463212;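 active means growth inhibition of the mutant yeast at or above 50%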;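 further: temperature-sensitive mutant grown at 25 °C; plate controls were DMSO-treated mutant yeast for no effect and medium wells lacking yeast for full effect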
APJ antag = antagonists of human APJ apelin receptor; CHO-K1 APJ beta-arrestin complementation, luminescence; inhibition, % at 20 µM; 330,000 compounds, 0.32% hits; AID 2521;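 active means inhibition above about 40% at 20 µM, limit read from the data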;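 further: cells challenged with 10 nM apelin-13 agonist together with compound; plate controls were apelin-13 plus DMSO wells for no effect and DMSO wells lacking apelin-13 for full effect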
Target sequence (P35414 whole entry, looked up): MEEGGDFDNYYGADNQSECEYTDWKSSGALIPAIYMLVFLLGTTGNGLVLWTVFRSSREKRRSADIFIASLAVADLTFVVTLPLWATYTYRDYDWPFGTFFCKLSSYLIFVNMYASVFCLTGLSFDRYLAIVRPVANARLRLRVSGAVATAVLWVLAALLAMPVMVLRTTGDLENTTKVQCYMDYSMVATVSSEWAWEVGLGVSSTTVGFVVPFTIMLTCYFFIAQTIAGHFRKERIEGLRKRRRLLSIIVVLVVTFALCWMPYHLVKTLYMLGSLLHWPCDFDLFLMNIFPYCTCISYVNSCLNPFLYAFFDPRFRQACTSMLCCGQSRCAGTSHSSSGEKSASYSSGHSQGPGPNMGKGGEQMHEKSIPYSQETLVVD
CXCR6 block = blocks human CXCR6 beta-arrestin recruitment. O00574. CHO-K1 PathHunter CXCR6 beta-arrestin, luminescence. inhibition, % at 20 µM. 360,000 compounds, 0.36% hits. AID 602244; in the data active means inhibition above about 34%, passing the limit was not always enough;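 further: antagonist mode with CXCL16 agonist at 10 nM final; 0% = 10 nM CXCL16 with DMSO and 100% = unstimulated wells without agonist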
Target sequence (O00574 whole entry, looked up): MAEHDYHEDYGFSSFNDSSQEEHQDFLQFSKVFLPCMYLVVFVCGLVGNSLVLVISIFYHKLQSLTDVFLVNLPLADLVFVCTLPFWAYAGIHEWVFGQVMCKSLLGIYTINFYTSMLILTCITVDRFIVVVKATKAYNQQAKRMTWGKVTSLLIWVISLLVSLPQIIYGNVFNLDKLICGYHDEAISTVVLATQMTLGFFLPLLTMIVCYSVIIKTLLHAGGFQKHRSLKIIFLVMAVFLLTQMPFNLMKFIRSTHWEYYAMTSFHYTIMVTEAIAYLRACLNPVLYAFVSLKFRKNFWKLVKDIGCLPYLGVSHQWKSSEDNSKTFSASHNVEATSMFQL
APJ agonist = APJ receptor agonism; P35414; CHO-K1 APJ PathHunter beta-arrestin, luminescence; 0% DMSO wells, 100% apelin; activation, % at 20 µM; 330,000 compounds, 0.11% hits; AID 2520;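 active means activation more than six SD over the plate average, tested at 20 µM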;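 further: 0% = DMSO alone and 100% = apelin-13 at 10 nM; some results filed as inactive read as strong as hits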
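Test system – PathHunter CHO-K1 APJ (AGTRL-1) beta-arrestin reporter cells · Input – 1000 cells/well · Compound – single test compound dose, 20 µM final, 1% DMSO · Times – compound stimulation 90 min at 25 °C, detection 60 min · Technique – beta-gal luminescence · Read-out basis – APJ–arrestin association signal · Control set – negative DMSO alone, positive Apelin-13 at 10 nM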
* marks the source's active call; other numbers are inactive results. Only part of the results is shown; the hit share may differ from the screen's.

nr	molecule	CCR6 antagonist	tim23-1 inh	XBP1 UPR activ	CXCR6 block	APJ antag	APJ agonist	EBI2 block	CHOP UPR activ	Mdm2 MdmX PPI
1	Cc1cc([N+](=O)[O-])nn1CC(=O)N1CCCc2ccccc21	6	7	-2	7	13	-4	-6	2.6	-9
2	COc1ccc(C(=O)/C=C2/Sc3cc4c(cc3N2C)OCO4)cc1	-5	13	-1	-9	-42	9	-14	5.8	14
3	CCc1ccccc1NC(=O)Cn1nnc(-c2cccnc2)n1	34	11	-1	4	1	-1	1	-1.5	15
4	O=C(C[n+]1cc(Br)cc(Br)c1)c1cccc([N+](=O)[O-])c1	11	2	-3	-28	5	-1	-10	0.3	1
5	O=C(Nc1cc(S(=O)(=O)N2CCOCC2)ccc1N1CCOCC1)c1ccccc1F	3	24	1	1	3	-1	-17	-2.1	-20
6	O=C(N/N=C/c1ccc(O)cc1)c1cccc(C(F)(F)F)c1	8	2	-1	-9	2	1	-9	-2.3	-15
7	CCOC(=O)c1c(C)oc(NC(=O)CCl)c1C(=O)OCC	2	24	11	9	-26	-2	-3	0.1	18
8	COc1cccc(OC)c1C(=O)NC(=S)Nc1ccc(N2CCOCC2)c(Cl)c1	8	2	-2	8	-46	8	17	-2.5	26
9	O=C(CCN1CCN(C/C=C/c2ccccc2)CC1)Nc1ccccc1F	11	12	-2	-7	4	5	5	-1.1	11
10	CCOn1c(=O)c(-c2ccc(F)cc2)[n+]([O-])c2ccccc21	8	18	-5	1	-18	0	2	0.7	2
11	CCCC(=O)Nc1ccc(Cl)c(NC(=S)NC(=O)C(C)C)c1	19	-3	1	4	9	-4	0	4.2	21
12	CCOC(=O)c1cc(NC(=O)c2ccccc2)c(=O)n2c1oc1ccccc12	21	-13	11	4	-9	1	3	-0.6	56*

3 compounds out of the list above, sorted by their value in APJ antag, largest number first.
No. | SMILES | CCR6 antagonist | XBP1 UPR activ | CXCR6 block | APJ antag | APJ agonist | EBI2 block | Mdm2 MdmX PPI
11 | CCCC(=O)Nc1ccc(Cl)c(NC(=S)NC(=O)C(C)C)c1 | 19 | 1 | 4 | 9 | -4 | 0 | 21
9 | O=C(CCN1CCN(C/C=C/c2ccccc2)CC1)Nc1ccccc1F | 11 | -2 | -7 | 4 | 5 | 5 | 11
12 | CCOC(=O)c1cc(NC(=O)c2ccccc2)c(=O)n2c1oc1ccccc12 | 21 | 11 | 4 | -9 | 1 | 3 | 56*

Further entries:
nr	molecule	CCR6 antagonist	tim23-1 inh	XBP1 UPR activ	CXCR6 block	APJ antag	APJ agonist	EBI2 block	CHOP UPR activ	Mdm2 MdmX PPI
13	Cc1cc(C)nc(NC2=NC3CCCCC3N2)n1 (configuration not stated)	4	7	4	4	9	-4	-6	-1.6	-10
14	Cc1onc(-c2ccccc2)c1C(=O)N1CCN(c2ccccc2F)CC1	9	8	2	13	10	-3	8	0.3	15
15	CCOc1ccc(NC(=S)c2ccc3ccccc3n2)cc1	-1	6	-2	12	-12	-4	5	3.0	-14
16	O=C1CCCC/C1=C/NCc1ccc(F)cc1	-5	3	2	0	-3	-3	-6	0.8	-12
17	O/N=C/c1cn(-c2ccccc2)nc1-c1cccnc1	5	7	0	-8	-5	-5	-4	1.7	-21
18	Cc1ccccc1CNc1ccc(C(CC(N)=O)NC(=O)c2ccccc2)cc1[N+](=O)[O-] (configuration not stated)	26	8	1	12	22	-7	-5	0.1	22
19	CO/N=C(\Cn1ncc(N2CCOCC2)c(Br)c1=O)c1ccc(Cl)cc1	9	18	-1	-4	-8	0	14	-2.3	19
20	O=C(O)C1=C[C@H](c2coc3ccccc3c2=O)C[C@H](OCc2ccc(CO)cc2)O1	5	5	-2	2	-8	-4	-9	2.0	-22
21	O=[N+]([O-])c1ccc(CSC2=NCCN2)cc1	3	-9	-1	2	-16	-1	1	2.0	1
22	O=C1CCCN2N=C(SCC(=O)Nc3ccccc3C(F)(F)F)SC2=N1	11	-3	-2	0	20	-1	-10	-0.4	18
23	O=C(Nc1nc2ccccc2s1)C1=NN(c2ccccc2)C(=O)CC1	-2	44	0	4	8	-3	19	1.6	-18
24	CN(CC(=O)NC(=O)NCc1ccccc1)Cc1cccc(Cl)c1Cl	1	24	0	0	-1	-1	2	1.9	-7
25	O=C(O)CCN1CCN(S(=O)(=O)c2ccc3ccccc3c2)CC1	2	14	-1	0	14	-1	-18	0.6	15
26	Cc1cc(Cl)c(S(=O)(=O)Nc2ccc(S(=O)(=O)N3CCOCC3)cc2)cc1OCC(N)=O	8	-12	1	-4	-1	-3	-7	1.1	6
27	Cc1cc(C)c(S(=O)(=O)Nc2cnc3ccccc3c2)c(C)c1	2	33	-4	1	15	-1	10	-0.5	-5
28	Cc1ccc(C)c(S(=O)(=O)NC(CC(C)C)C(=O)O)c1 (configuration not stated)	3	10	4	-2	0	-3	-2	1.1	6
29	CC(NS(=O)(=O)c1ccccc1)C(N)=O (configuration not stated)	1	9	-1	-1	13	-3	-5	-0.7	1
30	Cc1cc(C)cc(OCC(=O)Nc2ccc(-n3cnnn3)cc2)c1	-9	-5	-1	-3	15	0	14	-1.1	3
31	Cc1ccc(N(CN2C(=O)c3ccccc3C2=O)C(=O)c2ccc([N+](=O)[O-])cc2[N+](=O)[O-])cc1	-11	18	0	-12	-34	7	10	0.2	13
32	COCCCNC(=O)Cn1c(=O)n(CCCCCC(=O)NCc2ccc3c(c2)OCO3)c(=O)c2sccc21	1	1	-2	3	14	0	-3	0.9	39
33	COCc1[nH]nc2c1C(c1ccccc1Cl)C(C#N)=C(N)O2 (configuration not stated)	-1	-2	4	-7	12	-2	-7	0.7	8
34	CCC(COC(=O)Nc1cccc(C)c1C)NC(=O)OCC(C)C (configuration not stated)	2	19	1	2	26	-5	3	1.2	20
35	CCn1c(SCC(=O)Nc2c(C#N)cnn2-c2ccccc2)nnc1-c1cccs1	2	3	0	-5	28	-4	-11	0.7	16
36	CCCCOC(=O)c1[nH]c(C)c(C(=O)OC)c1C	3	24	1	4	1	-2	6	4.8	-63
37	Cc1ccc(O)c(NC(=S)NC(=O)C(C)C)c1	19	0	-1	-10	22	-4	-1	1.0	-5
38	CN(C)C(CNC(=O)CNC(=O)c1ccc2ccccc2c1)c1ccccc1 (configuration not stated)	-2	-7	-1	-1	18	-2	-5	0.3	35
39	CSc1nc2oc3c(c2c2nncn12)CC(C)(C)SC3	-18	10	-2	2	11	-5	-6	-0.6	-1
40	COC(=O)N/N=C/c1cn(CCOc2ccccc2)c2ccccc12	4	26	6	2	-5	3	-4	2.1	6
41	COc1cccc(C(=O)NN/C(C)=C/C(=O)C(F)(F)C(F)(F)C(F)(F)F)c1	6	24	2	1	1	-2	3	3.1	1
42	COc1ccc(C2N(c3cc(C)on3)C(=O)C3CCCN32)cc1OC (configuration not stated)	-1	10	-1	-3	-9	1	-8	-0.3	-3
43	COc1ccc(-c2cc(N)n(CCC#N)n2)c(OC)c1	15	12	-2	-1	5	0	-1	-2.6	-39
44	CNS(=O)(=O)c1cccc(C(=O)NNC(=O)c2ccc(COc3ccccc3)cc2)c1	9	-2	-1	-15	15	2	4	1.2	37
45	CC(C)(O)c1cc2ccc(C#CCCN3C(=O)c4ccccc4C3=O)cc2c(=O)o1	9	0	2	-5	4	1	-5	-0.3	-12
46	COc1ccc(NC2=CC(=O)N(C)C2=O)cc1	1	13	0	0	9	-1	-7	4.6	-4
47	O=C(COc1ncnc2ccc(Br)cc12)NC1CCCC1	0	12	-2	-1	11	-4	-6	-3.6	6
48	O=c1oc2ccccc2n1Cc1ccccc1	-6	11	1	3	-33	-3	5	4.2	13

Along the list, as entered above:
Entries 42–45 in CCR6 antagonist: -1, 15, 9, 9
Entries 42–45 in XBP1 UPR activ: -1, -2, -1, 2
Entries 42–45 in Mdm2 MdmX PPI: -3, -39, 37, -12

Next entries:
nr	molecule	CCR6 antagonist	tim23-1 inh	XBP1 UPR activ	CXCR6 block	APJ antag	APJ agonist	EBI2 block	CHOP UPR activ	Mdm2 MdmX PPI
49	CS(=O)(=O)N1CCC(C(=O)Nc2cc(C(F)(F)F)ccc2Cl)CC1	7	-6	-7	-6	0	1	1	-1.0	7
50	CCOP(=O)(c1ccccc1)C(O)c1ccc(Br)cc1 (configuration not stated)	4	12	1	1	2	-2	-2	0.5	9
51	CC(CCc1ccccc1)NC(=O)CN1CCSc2ccccc21 (configuration not stated)	19	26	-2	9	7	-2	8	-2.2	1
52	COc1ccccc1CN1CCN(S(=O)(=O)c2ccccc2)CC1	15	21	-1	-1	2	-3	5	0.3	11
53	CN(Cc1nc2ccccc2s1)C(=O)c1ccc(F)cc1	4	13	7	-3	7	-5	1	2.5	13
54	COc1ccc(CCN=C(N)NS(=O)(=O)c2cc(F)ccc2F)cc1	-9	3	-2	10	-3	7	-12	0.4	26
55	Cc1[nH]nc(SCC(=O)Nc2ccc(C#N)cc2)c1[N+](=O)[O-]	14	-5	0	0	-17	-3	-6	2.9	21
56	Cc1ccc(CN2CCSc3ccc(C(=O)NCc4ccco4)cc32)cc1	7	24	1	-3	7	-1	1	-1.8	30
57	Cc1ccc(CNC(=O)COc2ccc3c(c2)CCC3)cc1	4	20	0	-1	6	-4	-9	0.5	-1
58	CCc1sc(N(C(=O)Cc2ccccc2)c2ccc(F)cc2)nc1-c1ccccc1	21	19	-3	16	-1	-5	24	-5.9	1

Compounds shown so far with an aryl methoxy group:
nr	molecule	CCR6 antagonist	tim23-1 inh	XBP1 UPR activ	CXCR6 block	APJ antag	APJ agonist	EBI2 block	CHOP UPR activ	Mdm2 MdmX PPI
2	COc1ccc(C(=O)/C=C2/Sc3cc4c(cc3N2C)OCO4)cc1	-5	13	-1	-9	-42	9	-14	5.8	14
8	COc1cccc(OC)c1C(=O)NC(=S)Nc1ccc(N2CCOCC2)c(Cl)c1	8	2	-2	8	-46	8	17	-2.5	26
41	COc1cccc(C(=O)NN/C(C)=C/C(=O)C(F)(F)C(F)(F)C(F)(F)F)c1	6	24	2	1	1	-2	3	3.1	1
42	COc1ccc(C2N(c3cc(C)on3)C(=O)C3CCCN32)cc1OC (configuration not stated)	-1	10	-1	-3	-9	1	-8	-0.3	-3
43	COc1ccc(-c2cc(N)n(CCC#N)n2)c(OC)c1	15	12	-2	-1	5	0	-1	-2.6	-39
46	COc1ccc(NC2=CC(=O)N(C)C2=O)cc1	1	13	0	0	9	-1	-7	4.6	-4
52	COc1ccccc1CN1CCN(S(=O)(=O)c2ccccc2)CC1	15	21	-1	-1	2	-3	5	0.3	11
54	COc1ccc(CCN=C(N)NS(=O)(=O)c2cc(F)ccc2F)cc1	-9	3	-2	10	-3	7	-12	0.4	26
